BCR signal inh = blocks chronic active B-cell receptor signaling; ABC-DLBCL IkBa-CBG/CBR reporter, luminescence ratio, 4 h; Potency, µM (doses to about 46.1 µM), inactives show top-dose ratio change, negative = lower green/red ratio, hits mostly inhibitors; 0.05% of 340,000 active; AID 493014; active means well fitted inhibition curve with a large enough effect in the signal ratio, with a control signal flat, not every such curve was filed as active; inconclusive means small, poorly fitted or top-dose-only effect, or effect the other way, or a change in a side signal; the % refers to the signal ratio;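 further: potency means the concentration at half of the fitted maximal effect; plate controls were basal doxycycline-induced cells for no effect and cells given 10 µM MG132 for full effect; MG132 reads +100%, hits lower the ratio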
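Doxycycline induced both beetle luciferases in TMD8 lymphoma cells; IKK-driven degradation limits the IkappaBalpha-fused green signal, while red luminescence normalises for cell number and nonspecific effects. Compounds tested up to 46 uM, 4 hrs.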
TSG101-PTAP inh = blocks PTAP/TSG101 interaction to inhibit HIV-1 budding; Fluorescence polarization, FITC-PTAP peptide / Tsg101 binding; AID 493005; Potency, µM (series often up to 115 µM), for inactives: at the highest dose activity change, negative = inhibition, most hits filed as inhibitors; 340,000 tested, under 10 active; active means well fitted inhibition curve with a large enough effect in the main read-out, with a control signal flat, not every such curve was filed as active; inconclusive means small, poorly fitted or top-dose-only effect, or effect the other way, or a change in a side signal; inactive means no such curve, though single readings can be large or run the other way; further: potency means the concentration at half of the fitted maximal effect; % of control where 0% means no effect
Target sequence (Q99816 whole entry, looked up): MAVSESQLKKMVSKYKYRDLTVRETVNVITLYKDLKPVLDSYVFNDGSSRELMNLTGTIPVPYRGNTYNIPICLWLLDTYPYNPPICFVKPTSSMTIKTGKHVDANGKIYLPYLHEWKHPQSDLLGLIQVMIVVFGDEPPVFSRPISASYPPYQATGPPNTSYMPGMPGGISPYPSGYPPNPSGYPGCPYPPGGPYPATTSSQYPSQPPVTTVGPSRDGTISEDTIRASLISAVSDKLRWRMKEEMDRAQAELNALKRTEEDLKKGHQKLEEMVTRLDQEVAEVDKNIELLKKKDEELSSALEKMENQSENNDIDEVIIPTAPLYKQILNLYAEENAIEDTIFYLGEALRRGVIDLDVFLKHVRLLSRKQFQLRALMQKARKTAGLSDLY
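Steps: Tsg101 binding domain dispensed (10 uM final), compounds pinned in DMSO, FITC-labeled PTAP-motif peptide added (50 nM final); after 20 min binding at room temperature, polarization measured.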
ASM inhibitor = human S-ASM enzyme inhibition; P17405; placental ASM, HMU-PC fluorogenic substrate, 60 min; Potency, µM (highest dose often 57.5 µM), inactives show top-dose activity change, negative = inhibition, actives largely listed as inhibitors; 0.006% of 340,000 active; AID 504937; further: potency means the concentration at half of the fitted maximal effect
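qHTS format. ASM enzyme prepared from human placenta hydrolyses the fluorogenic substrate HMU-PC0 (9 uM final) over 60 min at 37 °C after a 10 min compound preincubation.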
FBPA coupling cs = coupling enzyme interference in Giardia aldolase counter-screen | coupling enzyme system counterscreen, AmpLite Red fluorescence | 0.67% of 290,000 active | activity change, negative = inhibition, % at 58.2 µM, hits read low; in the data active means activity change below about -30%; further: on the % scale 0 is the no-effect control and ±100 the full control effect
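Compounds tested against the coupling enzymes alone at 57.5 uM final; readout was AmpLite Red fluorescence (525/598 nm) after 20 min at RT.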
a7 integrin act = activators of alpha7 integrin expression for muscular dystrophy. alpha7betagal myoblasts, beta-gal FDG fluorescence, 48 h. Potency, µM (highest dose often 38.3 µM), for inactives: at the highest dose activation, most hits filed as activators. 0.064% of 350,000 active. AID 624291;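 further: potency means the concentration at half of the fitted maximal effect; 100% = response of the positive control SU9516; nearly all actives have a fitted effect of over 60% in size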
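Alpha7betagal+/- myoblasts (passage 13) were plated 16-24 hr, then exposed to compounds (1:260 dilution of DMSO stock) for 48 hours at 37C. After MPER lysis, β-galactosidase reporter activity was read as FDG fluorescence (ex 480/em 540) after 30 minutes.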
Giardia killer = kills Giardia lamblia; Giardia lamblia trophozoite viability; activity change, % at 7.66 µM, hits read low; 0.15% of 340,000 active; AID 540267; in the data active means activity change below about -80%; inconclusive means between about -30% and that limit;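 further: parasites exposed to compound for two days anaerobically before the ATP read; on the % scale 0 is the no-effect control and ±100 the full control effect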
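Trophozoites 100 cells/well + cpd; 48 hrs, 37 deg C, anaerobic. ATPLite 1-Step added, 15-30 min RT, luminescence read (ATP-based viability).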
PKM2 act = activators of human pyruvate kinase M2. 0.34% of 260,000 active. purified PKM2, Kinase-Glo ATP luminescence, activation; response scale: 0% is enzyme alone, no compound. P14618. Potency, µM (series often up to 57.5 µM), for the others: top-dose activation, actives largely listed as activators; further: potency means the concentration at half of the fitted maximal effect; on the % scale 0 is the no-effect control and ±100 the full control effect; nearly all actives have a fitted effect of over 55% in size
Target sequence (P14618 whole entry, looked up): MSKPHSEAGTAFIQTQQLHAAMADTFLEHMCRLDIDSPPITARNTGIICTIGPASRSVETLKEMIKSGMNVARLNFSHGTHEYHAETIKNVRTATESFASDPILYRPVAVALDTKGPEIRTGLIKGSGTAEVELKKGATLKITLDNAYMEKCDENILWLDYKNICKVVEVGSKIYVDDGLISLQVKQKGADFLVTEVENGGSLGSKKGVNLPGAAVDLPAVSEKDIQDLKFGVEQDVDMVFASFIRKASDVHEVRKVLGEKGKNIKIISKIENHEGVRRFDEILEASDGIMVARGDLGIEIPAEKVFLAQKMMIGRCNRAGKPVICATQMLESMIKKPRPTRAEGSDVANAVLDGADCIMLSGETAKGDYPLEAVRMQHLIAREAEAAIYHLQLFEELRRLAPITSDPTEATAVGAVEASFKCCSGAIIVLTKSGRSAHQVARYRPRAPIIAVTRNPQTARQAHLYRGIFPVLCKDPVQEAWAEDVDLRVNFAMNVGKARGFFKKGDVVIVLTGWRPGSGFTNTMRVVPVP
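hPK-M2, >95% pure; 0.1 mM ADP / 0.5 mM PEP final; imidazole pH7.2 buffer w/ 7 mM MgCl2, 50 mM KCl; 1 h RT; Kinase-Glo lum. Intermediate enzyme activity for dual inhibitor/activator qHTS.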
GALK inh = blocks human galactokinase activity; 0.007% of 270,000 active; Potency, µM (series often up to 57.5 µM), without a hit: at the highest dose activity change, negative = inhibition, usual class: inhibitors; Purified GALK, Kinase-Glo residual ATP luminescence; AID 1868; further: potency means the concentration at half of the fitted maximal effect; on the % scale 0 is the no-effect control and ±100 the full control effect
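Quantitative HTS: GALK 5 nM, ATP 35 uM, galactose 100 uM, 1 h room temperature, then luciferase-based ATP detection.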
Tb PFK inh = inhibitors of T. brucei phosphofructokinase | O15648 | T. brucei PFK, ADP-Glo luminescence | Potency, µM (titrated, usually from 57.5 µM), for the others: at the highest dose activity, negative = inhibition, usual class: inhibitors | 0.17% of 330,000 active | AID 485367;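 further: potency means the concentration at half of the fitted maximal effect; 0% = uninhibited 1x PFK enzyme wells and -100% = no-enzyme wells; nearly all actives have a fitted effect of over 60% in size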
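PFK 1.25 nM, F6P 0.5 mM, ATP 0.1 mM, 0.1 M TEA pH 8.0, 5 mM MgCl2, 0.01% Tween20, 0.1% BSA; 45 min RT. ADP-Glo readout. qHTS titration up to 57 uM; curves fitted, compounds curve-classed.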
Menin-MLL TR inh = menin-MLL binding inhibition, Texas Red mutant peptide; AID 1768; Potency, µM (series often up to 61.6 µM), for inactives: at the top dose FP activity change, negative = inhibition, hits mostly inhibitors; O00255; Menin + Texas Red MLL mutant peptide, fluorescence polarization; 0.23% of 270,000 active; active means well fitted inhibition curve with a large enough effect in the polarisation, with a control signal flat, not every such curve was filed as active; inconclusive means small, poorly fitted or top-dose-only effect, or effect the other way, or a change in a side signal; inactive means no such curve, though single readings can be large or run the other way; the % refers to the polarisation; further: potency means the concentration at half of the fitted maximal effect; % of control where 0% means no effect; many of its hits are not listed in these tables
B2AR arrestin = recruits beta-arrestin to the human beta2-adrenergic receptor | P07550 | beta-arrestin recruitment to beta2AR, cell-based reporter | Potency, µM (doses to about 46.1 µM), for the others: top-dose activation, hits mostly activators | 0.02% of 330,000 active | AID 492947;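 further: potency means the concentration at half of the fitted maximal effect; 0% = DMSO controls and full agonism = EC100 isoproterenol or metaproterenol; nearly all actives have a fitted effect of over 65% in size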
An asterisk follows results filed as active; ? = inconclusive; / = no result given; & = joins results of further samples; [ ] = remark or other dose. Unless noted, the call rests on the fitted dose curve; in most records, active means well fitted curve in the direction sought with a large enough effect; inconclusive means small, poorly fitted or top-dose-only effect, or another doubt; inactive means no such curve, though single readings can be large; an effect the other way counts as inactive or inconclusive. The list is partial; the hit share may differ from the screen's.

SMILES	BCR signal inh	TSG101-PTAP inh	ASM inhibitor	FBPA coupling cs	a7 integrin act	Giardia killer	PKM2 act	GALK inh	Tb PFK inh	Menin-MLL TR inh	B2AR arrestin
CC(=O)NC1C(OCc2ccccc2)OC2COC(c3ccccc3)OC2C1OCC(=O)O (stereo not given)	-1%	-2%	-1%	-1	7%	-5	-18%	5%	-22%	-4%	-0.3%
O=C(O)CC(NCc1ccco1)C(=O)OCCc1ccccc1 (stereo not given)	-10%	1%	1%	1	0%	-10	-4%	-1%	1%	/	-0.4%
Nc1c(C(=O)c2ccccc2)oc2ccc(Br)cc12	-1%	-5%	12%	0	-26%	-2	-2%	1%	2%	-21%	0.5%
CCC(=O)N/N=c1/sc2ccccc2n1C	8%	0%	-5%	-1	9%	3	1%	1%	-1%	-1%	0.1%
O=C(NCc1ccccc1)C1CC(=O)N(c2ccc(OCC(=O)N3CCOCC3)cc2)C1 (stereo not given)	1%	-3%	0%	1	28%	-6	/	-2%	0%	-1%	4.1%
CC(=O)OC(/C(O)=C(\C#N)c1nc2ccccc2[nH]1)c1ccccc1 (stereo not given)	?	0%	113%[activator]	2	-23%	-6	8%	4%	2%	9%	-0.5%
CCCCn1nnnc1SCC(=O)Nc1ccc(C)cc1	0%	-2%	-9%	-1	0%	7	-10%	-2%	-5%	12%	-0.7%
CC(=O)c1ccc(NC(=O)CSC(C)C)cc1	-1%	/	6%	6	19%	7	-15%	5%	-2%	3%	3.3%
COc1ccc(/C=N/NC(=O)C(C)N(c2ccc(OC)cc2)S(C)(=O)=O)cc1 (stereo not given)	-9%	-8%	4%	-2	?	-7	-2%	-1%	-2%	1%	-0.3%
CC(=O)Nc1ccc(S(=O)(=O)/N=C2\SCCN2S(=O)(=O)c2ccc(NC(C)=O)cc2)cc1	?	-5%	0%	0	-8%	-22	-12%	2%	-5%	-24%	0.7%
CCN(CC)C(=O)c1nc[nH]c1C(=O)N1CCc2ccccc2C1	-1%	/	4%	/	8%	53[activator]	/	/	0%	/	2.7%
COC(=O)c1ccc(CN2[C@H](C(=O)OC)C[C@@]3(O)[C@@H](O)[C@@H](O)[C@@H](O)C[C@@H]23)cc1	-2%	-5%	6%	1&0	0%	-14	-2%&-4%	-1%	0%	3%	-0.6%
CCC1S/C(=N/N=C/c2ccco2)N(Cc2ccccc2C)C1=O (stereo not given)	?	1%	-10%	-1	-14%	?	-5%	3%	0%	/	0.0%
CC(C)=CCCC(C)CN1CCC(n2nccc2NC(=O)c2ccc3c(c2)OCO3)CC1 (stereo not given)	?	-9%	3%	/	-59%[inhibitor]	7	/	-4%	0%	/	-0.2%
COc1ccc(NC(=O)NNC(=O)C(C)Oc2ccc(C(C)C)cc2)c(OC)c1 (stereo not given)	?	2%	-1%	/	-2%	12	3%	-3%	11%	/	0.5%
COC(=O)c1ccccc1NC(=O)Cn1cnc2ccc(S(=O)(=O)N3CCC(C)CC3)cc2c1=O	-2%	2%	-2%	6	10%	-4	0%	2%	27%	11%	-0.3%
CCC1=C(OC(=O)N(CC)CC)N2C(=O)OC(=NCC3CC3)[C@]2(Cc2ccccc2)[C@H]2C1=CC[C@H]1C(=O)N(CC)C(=O)[C@H]12	-7%	-3%	5%	1&-2	-4%	28	0%&4%	-3%	-4%	-18%	-0.5%
COc1ccc(-n2c(=S)[nH]c3ncccc3c2=O)cc1	9%	-7%	-2%	-1	6%	13	?	7%	1%	/	-0.4%
Cc1ccc(-c2nn(-c3ccccc3)cc2CNCc2ccccc2)cc1	?	-5%	-7%	1	-71%[inhibitor]	-29	0%	3%	-3%	6%	0.1%
CCOc1ccc(S(=O)(=O)N2CCCC(C(=O)NCCN3CCOCC3)C2)cc1Cl (stereo not given)	-6%	-3%	-1%	0	-5%	-25	/	5%	-11%	4%	-0.2%
COc1ccc(NC(=O)c2cc(C)nc3ccccc23)c(OC)c1	1%	-3%	-2%	2	-9%	5	/	1%	8%	-23%	4.9%
Cc1ccc(S(=O)(=O)N(CC(=O)N/N=C/c2cccc(C)c2)c2cccc3cccnc23)cc1	/	-6%	-5%	2	-21%	-27	0%	1%	/	-9%	/
Cc1cc(C)nc(SC(C)C(=O)O)n1 (stereo not given)	0%	0%	6%	5	16%	-3	-12%	1%	0%	8%	-0.5%
CC(CS(=O)(=O)c1cccc2cccnc12)N1CCCCC1 (stereo not given)	0%	-10%	11%	-5	1%	-25	-2%	2%	-3%	-1%	-0.4%
CC(C)(C)OC(=O)CNC(=O)c1nc[nH]c1C(=O)NCC(=O)OC(C)(C)C	2%	0%	12%	4	21%	10	-5%	-2%	-14%	/	-0.8%
CC(=O)C(c1ccccc1)C(c1ccccc1)C(C)[N+](=O)[O-] (stereo not given)	1%	0%	6%	0	-1%	-4	2%	-6%	1%	-14%	4.1%
Cc1ccc2nc(NC(=O)C3CCCN(S(=O)(=O)c4cccc5nonc45)C3)sc2c1 (stereo not given)	?	/	/	0	/	/	-5%	0%	-1%	/	-0.3%
Cc1nn(-c2ccccc2)c(C)c1/C=N/NC(=O)c1cc(-c2cccc3ccccc23)n[nH]1	?	-3%	-11%	2	-36%[inhibitor]	38[activator]	-5%	-3%	-8%	-27%	3.3%
Cc1cccn2c(=O)c(/C=C3\SC(=S)N(CC(C)C)C3=O)c(NCCCOC(C)C)nc12	-2%	?	0%	0	-7%	17	3%	-2%	1%	28µM*	0.5%
O=C(CSc1ncn[nH]1)N1CCCCC1	0%	-4%	2%	0	10%	15	-2%	-1%	-3%	/	0.2%
O=C(N/N=C/c1ccccn1)c1cccc(S(=O)(=O)Nc2ccccc2Cl)c1	0%	0%	-2%	-12	?	-1	1%	-2%	6%	3%	-0.1%
COCCN1CCN(C(=O)c2cc(COc3ccc(F)c(F)c3)on2)CC1	-2%	/	3%	/	3%	0	-1%	7%	-23%	/	0.4%
COCCOC(=O)C1=C(C)NC(=O)NC1c1c(Cl)nc2ccccn2c1=O (stereo not given)	3%	-4%	2%	2	9%	7	-10%	0%	-2%	3%	-0.3%
COc1cc(NS(=O)(=O)c2ccc(F)cc2)c(OC)cc1NC(=O)C1CC1	2%	/	/	-3	/	/	-4%	0%	-3%	-5%	-0.6%
CC(C)c1ccc(/C=C/C(=O)N2CCc3ccccc3C2)cc1	13%	0%	-7%	2	10%	21	3%	-3%	-8%	5%	-0.8%
COc1ccc(CCNC(=O)COC(=O)c2ccc(F)c(S(=O)(=O)N3CCOCC3)c2)cc1	-2%	-4%	2%	/	-4%	-20	/	/	-12%	/	-0.1%
CCCc1c(O)nc(SCC(=O)NCc2ccco2)[nH]c1=O	6%	-4%	0%	0	6%	-11	-2%	-1%	2%	-3%	-0.3%
O=C(CSc1ccccc1)NCC1(N2CCOCC2)CCCCC1	2%	1%	2%	/	-1%	-14	/	/	-2%	/	-0.5%
CCCCN(C)CCCNC(=O)c1cn(CC)c2ccc(S(=O)(=O)N3CCc4ccccc4C3)cc2c1=O	9%	2%	-1%	2	-51%[inhibitor]	9	2%	0%	-1%	-23%	0.0%
COc1ccc(NC2CCCN(C(=O)c3ccc(C(C)=O)cc3)C2)cc1 (stereo not given)	8%	-8%	0%	/	-35%	-13	/	-1%	2%	/	-0.6%
CNS(=O)(=O)c1cccc(C(=O)OCC(=O)N2c3ccccc3NC(=O)C2(C)C)c1	?	3%	-4%	/	?	8	/	/	-3%	/	-0.4%
CCOCCCNC1=C(Cl)C(=O)c2ccccc2C1=O	?	-5%	-9%	-24	30%	11	-1%	4%	?	/	-0.8%
CC(=O)C1=C(C)NC(SCC(=O)Nc2nccs2)=C(C#N)C1c1ccccc1Cl (stereo not given)	15%	0%	22%	-4	6%	-18	-1%	2%	3%	1%	-0.4%
CCOC(=O)Cn1nnnc1C	12%	-2%	7%	1	14%	-4	2%	1%	1%	-24%	0.0%
CCOc1ccc(S(=O)(=O)N(CC(=O)N/N=C/c2cccs2)c2ccc(C)cc2)cc1	4%	-8%	-5%	1	3%	-7	-4%	1%	-7%	1%	-0.5%
CC(C)CCCN1C(Nc2ccccc2)=NC[C@@H]1Cc1ccccc1	?	-3%	4%	0	-34%	2	-3%	/	0%	-18%	-1.0%

Screening results from PubChem.
